Screens (PubChem)
ABHD5-PLIN5 inh: ABHD5-PLIN5 interaction inhibitors, primary screen, cell lysate, split luciferase complementation, luminescence; 360,000 compounds, 0.78% hits; AID 602281, 2012; inhibition, % at 4 µM; Split G. princeps luciferase complementation, 4 h; Perilipin-5 (Homo sapiens) + 1-acylglycerol-3-phosphate O-acyltransferase ABHD5 (Homo …;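 active = inhibition above the mean inhibition across every tested compound plus 3 SD, cut at about 22% in these data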;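 also: 0% = DMSO only wells and the 100% control is not disclosed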
MC4R antag cAMP: MC4R antagonists of cAMP signaling, primary screen, cell-based, TR-FRET, antagonist arm of biased-ligand search. 360,000 compounds, 0.48% hits. inhibition, % at 6.5 µM. Melanocortin receptor 4 (Homo sapiens), P32245. AID 540295, 2011. MC4R-expressing cells, MTII-stimulated cAMP, LANCE TR-FRET;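 active = inhibition above its plate's cutoff, the mean of tested wells on that plate plus 3 SD, cut at about 29% in these data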;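 also: 0% = Melanotan II alone and 100% = Melanotan II plus saturating MCL0020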
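System – human MC4R-expressing U2OS cells · Also added – Melanotan II · Dosing – one concentration, 6.5 µM nominal · Timing – 30-min compound, 1-h challenge, 1-h detection, room temperature · Measured by – Eu-cAMP/anti-cAMP TR-FRET, emission 671 nm · Replicates – singlicate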
MC4R barr agon: MC4R agonists recruiting beta-arrestin, primary screen, cell-based, luminescence, agonist arm of biased-ligand search | Melanocortin receptor 4 (Homo sapiens), P32245 | U2OS MC4R beta-arrestin complementation; percent of melanotan II response, DMSO zero | activation, % at 8.9 µM | 360,000 compounds, 0.98% hits | AID 540308, 2011;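 active = activation above a per-plate cutoff, the mean activation of sample wells on that plate plus 3 SD, cut at about 8% in these data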
HTR2A ag: mouse Htr2a agonists via beta-arrestin recruitment, primary screen, cell-based, luminescence. 5-hydroxytryptamine receptor 2A (Mus musculus), P35363. CHO-K1 mHTR2A beta-arrestin complementation; percent of 30 µM serotonin response. activation, % at 7.6 µM. 360,000 compounds, 0.66% hits;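 active = activation above a run cutoff, the mean activation of all tested compounds plus 3 SD, cut at about 14% in these data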;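 also: 0% = plate median of compound wells and 100% = 30 µM serotonin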
hiPSC survival: enhancers of single-cell hiPSC survival, primary screen, ATPlite luminescence. 100% = ROCK inhibitor wells, 0% = DMSO. survival enhancement, % at 20 µM. 360,000 compounds, 0.044% hits. AID 602274, 2012; in the data active = survival enhancement above about 18%;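 also: cells exposed to compounds for 16 hours before the ATP read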
Exocytosis inh: LAMP-1 surface exposure blockers, TALL-104 cells – cell-based, flow cytometry, MLPCN library, primary screen; TALL-104 LAMP-1 surface exposure; cells stimulated with thapsigargin and PMA; inhibition, % at 10 µM; 360,000 compounds, 0.66% hits; AID 651702, 2012;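 active = inhibition above about 55%, limit read from the data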
N-glyco inh: increase of ERlucT glycosylation luciferase signal, primary screen, N-linked glycosylation inhibitor project, D54 ERlucT cells, luminescence, set 2 | 360,000 compounds, 0.23% hits | reporter increase, % at 12.5 µM | D54 ERlucT glycosylation luciferase reporter, 24 h; percent of 100 nM tunicamycin response;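 active = mean luciferase reporter signal, scaled so untreated is 0 and the glycosylation-blocking control 100, at or above a set limit in every replicate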;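 also: luciferase carries N-glycosylation sites so blocking glycosylation raises the light; 0% = median of neutral control wells and 100% = median of 100 nM tunicamycin wells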
H9c2 protect: cardioprotection against H2O2-induced cell death, primary screen, uHTS, H9c2 cells, ATPLite luminescence. H9c2 cardiomyocytes, H2O2 injury protection, 2 h. protection from H2O2 cell death, % at 20 µM. 360,000 compounds, 0.63% hits;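 active = compounds giving at least 50% protection of heart cells from peroxide-induced death in the single-dose screen, raw or plate-pattern-corrected value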;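 also: 0% = DMSO wells with peroxide and 100% = DMSO wells without peroxide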
aDG glyco act: activators of alpha-DG glycosylation, primary screen, uHTS, Pro5-aDG cells, AlphaScreen. alpha-DG glycosylation AlphaScreen (IIH6); 0% Pro5, 100% B10-LARGE cell signal. activation, % at 10 µM. 360,000 compounds, 0.22% hits. AID 624168, 2012;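 active = activation of at least 8% versus controls, or a plate z-score of at least 8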;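 also: Pro5 are CHO cells carrying HIG-tagged alpha-DG that lacks glycosylation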
ABCB6 inh MLPCN: ABCB6 transporter inhibitors, primary screen, K562-ABCB6 cells, flow cytometry, MLPCN library. K562-ABCB6 porphyrin accumulation, 1 h; active compounds read low. fluorescence ratio to DMSO, % at 10 µM. 360,000 compounds, 0.19% hits. ATP-binding cassette sub-family B member 6 (Homo sapiens), Q9NP58;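 active = fluorescence ratio to DMSO below 75%, the collection mean minus 3 SD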;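 also: signal is porphyrin accumulated inside mitochondria; 100% equals median channel fluorescence of DMSO control wells; lower ratio means ABCB6 inhibition with less porphyrin fluorescence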
Target sequence (Q9NP58 whole entry, looked up): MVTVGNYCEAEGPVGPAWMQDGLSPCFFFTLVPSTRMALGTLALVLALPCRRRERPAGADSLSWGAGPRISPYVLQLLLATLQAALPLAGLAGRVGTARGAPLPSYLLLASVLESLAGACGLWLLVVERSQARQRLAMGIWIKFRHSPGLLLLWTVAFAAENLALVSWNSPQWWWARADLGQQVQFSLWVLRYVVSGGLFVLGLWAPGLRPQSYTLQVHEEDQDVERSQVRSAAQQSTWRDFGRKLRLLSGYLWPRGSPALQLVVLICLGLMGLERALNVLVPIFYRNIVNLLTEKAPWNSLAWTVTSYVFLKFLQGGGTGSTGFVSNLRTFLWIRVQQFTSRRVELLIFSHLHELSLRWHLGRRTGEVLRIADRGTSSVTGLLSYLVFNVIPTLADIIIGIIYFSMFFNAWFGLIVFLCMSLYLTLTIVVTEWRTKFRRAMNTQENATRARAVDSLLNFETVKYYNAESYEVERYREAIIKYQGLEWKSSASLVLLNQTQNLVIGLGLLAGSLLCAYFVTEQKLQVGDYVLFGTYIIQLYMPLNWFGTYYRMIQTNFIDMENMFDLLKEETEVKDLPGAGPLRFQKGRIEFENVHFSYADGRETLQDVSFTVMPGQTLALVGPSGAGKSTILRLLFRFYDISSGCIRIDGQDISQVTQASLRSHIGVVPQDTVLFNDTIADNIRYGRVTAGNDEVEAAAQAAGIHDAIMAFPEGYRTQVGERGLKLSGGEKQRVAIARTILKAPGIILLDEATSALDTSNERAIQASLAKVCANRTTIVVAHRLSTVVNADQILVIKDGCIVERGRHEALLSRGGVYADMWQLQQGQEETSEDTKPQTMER
* hit, by the source's call; x = not tested or not shown.

structure	ABHD5-PLIN5 inh	MC4R antag cAMP	MC4R barr agon	HTR2A ag	hiPSC survival	Exocytosis inh	N-glyco inh	H9c2 protect	aDG glyco act	ABCB6 inh MLPCN
CC(C)(C)c1cc(NS(=O)(=O)c2cccs2)no1	2	-6	0.1	-3	0.3	-8	1	1	0.0	94
Cc1ccnc(NS(=O)(=O)c2ccc(NC(=O)Cc3ccccc3)cc2)n1	5	4	-1.8	2	0.6	-1	1	2	-0.1	98
CN1C(=S)SC(/[N+]([O-])=C\c2ccccc2F)C1(C)C (stereo unspecified)	-6	0	-0.7	-1	-0.7	3	1	10	-0.1	102
Cc1ccc(/C=N/N=C2/NC(=O)C(CC(=O)N3CCOCC3)S2)cc1 (stereo unspecified)	0	4	-1.1	2	-0.3	-3	1	6	0.1	100
O=S(Cc1ccc(Cl)cc1)CC(O)COCc1ccc(Cl)cc1 (stereo unspecified)	3	15	-1.7	-5	-1.3	3	1	-2	0.1	96
CC(C(=O)Nc1ccccn1)N1C(=O)C2C3C=CC(C3)C2C1=O (stereo unspecified)	-9	-10	-1.8	-1	-0.4	-3	3	-2	-0.1	99
CC(C)CNC(=O)c1ccccc1N(Cc1ccccc1)S(C)(=O)=O	-2	2	-0.7	0	-0.3	5	0	1	0.0	92
Cc1nonc1C1CCCN1Cc1cn[nH]c1-c1ccc(-c2ccccc2)cc1 (stereo unspecified)	-5	5	-1.0	-6	0.0	2	-2	0	0.2	93
CCc1cccc(C)c1NC(=O)CCCC(=O)O	5	-3	0.7	-1	0.0	2	2	-1	0.3	87
Cc1cccc(C)c1OCc1nc2ccccc2[nH]1	1	7	0.2	-3	-0.3	-6	4	0	0.0	95
Cn1c(N=Nc2ccc(N3CCOCC3)cc2)[n+](C)c2ccccc21	24*	-55	-7.2	-13	-0.7	1	-5	-13	0.6	97
CCN(CC)C(=O)c1csc(Nc2cccc3ccccc23)n1	-16	17	0.8	7	-0.8	4	2	-12	0.1	101

Additional compounds follow:
structure	ABHD5-PLIN5 inh	MC4R antag cAMP	MC4R barr agon	HTR2A ag	hiPSC survival	Exocytosis inh	N-glyco inh	H9c2 protect	aDG glyco act	ABCB6 inh MLPCN
COc1cc(/C=N\NC(=O)c2ccc(C)nc2)ccc1OC(=O)c1ccc2c(c1)OCO2	2	6	0.5	12	0.2	-2	1	26	-0.2	98
COc1ccc(S(=O)(=O)N(CCc2ccccc2)CC(=O)N/N=C/c2ccc3c(c2)OCO3)cc1	-4	1	1.6	-4	-0.4	0	-7	-4	0.1	97
COc1ccc(-c2[nH]n(-c3ccc([N+](=O)[O-])cc3)c(=O)c2C=NCc2ccc(F)cc2)cc1	-4	0	-1.7	2	1.9	5	-4	6	0.0	99
Cc1ccc(S(=O)(=O)N2CCC(C(=O)NCCCN3CCCCCC3)CC2)cc1	0	3	-1.0	-1	4.4	-1	0	2	-0.3	106
Cc1ccc(-n2nc3c(=O)n(CCCC(=O)NCc4ccccc4C)nc(C)c3c2C)cc1	0	9	2.3	5	-0.5	-8	-1	-4	1.3	98
CCN(C(=O)CSc1ncn[nH]1)c1c(N)n(Cc2ccccc2)c(=O)[nH]c1=O	2	-5	1.9	6	-0.4	-3	0	2	1.6	99
CNc1nc(C23CC4CC(CC(C4)C2)C3)cs1	2	4	-0.8	-2	-2.3	-1	-2	-12	-0.4	94
CCc1noc(C)c1C(=O)OCC(=O)NC(C)c1ccccc1 (stereo unspecified)	2	2	-0.8	-1	-0.4	15	4	4	0.0	104
Nc1cc(N)nc(SCCc2ccccc2)n1	-2	-3	0.4	-1	-0.7	-13	-1	-1	0.0	98
COc1ccc(S(=O)(=O)N2CCCCC2)cc1NC(=O)C1CC1	4	5	0.3	2	-1.2	4	3	5	0.0	101
COC(=O)[C@@]12C[C@@H](CC(=O)NCCCN3CCCC3=O)C(=O)N(Cc3ccco3)C1=CCC(C)(C)C2	-6	x	x	-5	x	-10	x	x	-0.1	x
CC(C)CC(COCc1cccc(Cl)c1)N1CCN(C(=O)c2ccc(C(F)(F)F)cc2)CCC1=O (stereo unspecified)	2	13	1.2	1	-1.6	3	-3	-4	1.6	100

Ordered by molar mass (smallest number first): some entries from above.
structure	ABHD5-PLIN5 inh	MC4R antag cAMP	MC4R barr agon	HTR2A ag	hiPSC survival	Exocytosis inh	N-glyco inh	H9c2 protect	aDG glyco act	ABCB6 inh MLPCN
CNc1nc(C23CC4CC(CC(C4)C2)C3)cs1	2	4	-0.8	-2	-2.3	-1	-2	-12	-0.4	94
CCc1noc(C)c1C(=O)OCC(=O)NC(C)c1ccccc1 (stereo unspecified)	2	2	-0.8	-1	-0.4	15	4	4	0.0	104
COc1ccc(S(=O)(=O)N2CCCCC2)cc1NC(=O)C1CC1	4	5	0.3	2	-1.2	4	3	5	0.0	101

More compounds follow.
structure	ABHD5-PLIN5 inh	MC4R antag cAMP	MC4R barr agon	HTR2A ag	hiPSC survival	Exocytosis inh	N-glyco inh	H9c2 protect	aDG glyco act	ABCB6 inh MLPCN
COc1ccc(CCNCC(=O)Nc2ccc(C)c(S(=O)(=O)N(C)C)c2)cc1OC	-5	1	-1.4	-1	0.8	3	-1	-4	0.0	98
O=C(COC(=O)CCSc1ccccc1)NCc1ccccc1Cl	-2	11	1.1	4	3.2	-2	1	2	0.0	94
O=C(CN1CCOCC1)NCCC12CC3CC(CC(C3)C1)C2	0	1	1.4	0	0.4	3	-2	-7	0.2	86
COc1ccccc1-c1cnc2c(Nc3cccc(OC(F)(F)C(F)F)c3)nccn12	-2	15	-2.1	1	0.7	-6	4	4	-0.2	97
COc1ccc(/C=C/CN2CCN(Cc3ccc(C)cc3)C(CCO)C2)cc1 (stereo unspecified)	-5	0	-2.7	-3	-0.4	1	-1	8	-0.1	95
CN(C)CCn1c(NC(=O)c2ccc(Cl)cc2)nc2ccccc21	0	-4	0.5	-4	1.7	6	5	25	0.2	101
Cc1cc(C)nc(SCCC(=O)N(C)C)n1	-1	1	-0.3	7	1.4	-2	x	11	0.1	106
Cn1c(=O)c2c(-c3ccccc3)n(-c3ccc(N)cc3)cc2n(C)c1=O	-38	x	x	1	-1.3	-2	6	6	-0.5	98
CC1=Nc2ccccc2/C1=C/c1c(C)[nH]c2ccccc12	13	7	-0.7	8	-1.5	-7	-5	-1	4.1	112
CSc1nnc([C@H](Cc2c[nH]c3ccccc23)NC(=O)OC(C)(C)C)o1	-10	9	1.2	4	-0.2	-3	1	-3	-0.2	100
COC(=O)C(Cc1ccc(O)cc1)NC(=O)Cn1cc(C)c(=O)[nH]c1=O (stereo unspecified)	-10	1	0.7	0	-1.4	8	1	7	1.7	97
O=C1C(=Cc2cccc(F)c2)Cc2ccccc21	24*	x	x	1	0.1	-8	2	-6	-0.1	94

(list continues)
structure	ABHD5-PLIN5 inh	MC4R antag cAMP	MC4R barr agon	HTR2A ag	hiPSC survival	Exocytosis inh	N-glyco inh	H9c2 protect	aDG glyco act	ABCB6 inh MLPCN
CCn1c(C)csc1=NC(=O)c1ccccc1	4	-3	0.4	-2	-4.8	-1	-1	-5	0.3	98
Cc1cc2c(cc1S(=O)(=O)Nc1cccc(F)c1)n(C)c(=O)c(=O)n2C	-3	11	-0.9	4	-2.6	-1	1	13	0.1	101
Cc1ccc(-n2c(SCC(=O)NCc3ccco3)nc3nc4c(cc3c2=O)COC(C)(C)C4)cc1	14	18	0.2	-3	-0.7	-2	0	-3	-0.1	101
Cc1cccc(C(=O)NC2=NCCS2)c1	-13	33*	0.6	0	-2.5	-6	-12	-12	0.5	106
Cc1ccc(CN2CCS(=O)(=O)CC2)o1	3	10	-0.2	0	0.6	-3	3	2	0.2	100
CCCN1C2CCCC1CC(NC(=O)c1ccccc1Br)C2 (stereo unspecified)	-2	2	-0.7	5	-0.5	-6	1	5	-0.2	97
COc1cc(C(=O)Nc2cccc(-c3nncn3C)c2)cc(OC)c1OC	2	11	-1.2	15*	-3.6	2	0	11	0.6	104
c1ccc(-c2noc(-c3ccc4c(c3)OCO4)n2)nc1	-2	1	-1.8	-2	-5.1	-5	-23	-25	-0.3	94
CC1CCCCC1NC(=O)c1ccc(S(=O)(=O)NNC(=O)c2ccncc2)cc1 (stereo unspecified)	2	14	-1.2	6	-0.2	8	0	-3	0.6	94
COCCCn1c2nc3ccccc3nc2c2c(=O)n(-c3ccccc3OC)cnc21	13	1	1.9	6	3.8	-1	1	6	-0.1	98
N=C(N)Cc1ccccc1Sc1ccccc1	13	0	-1.9	-5	-1.9	-6	1	-10	-0.3	98
COc1ccccc1C(=O)NC(C)C(c1cccs1)N1CCOCC1 (stereo unspecified)	-2	-2	1.6	10	1.0	16	0	11	-0.2	96
O=C(NC1CCN(Cc2ccccc2)CC1)c1ccccc1Cl	6	7	-1.1	-7	-0.2	2	-1	7	-0.1	101

Only ABHD5-PLIN5 inh and aDG glyco act, for three of the compounds above:
smiles | ABHD5-PLIN5 inh | aDG glyco act
CC1CCCCC1NC(=O)c1ccc(S(=O)(=O)NNC(=O)c2ccncc2)cc1 (stereo unspecified) | 2 | 0.6
CCCN1C2CCCC1CC(NC(=O)c1ccccc1Br)C2 (stereo unspecified) | -2 | -0.2
Cc1ccc(CN2CCS(=O)(=O)CC2)o1 | 3 | 0.2
